# Screening data: PubChem, Columbia University Molecular Screening Center
# Htt clearance: clearance of mutant huntingtin inclusions, primary screen, imaging, HeLa Exon1htt(103Q)mCFP, confocal imaging. aggregate imaging; zero = plate's median compound well. inhibition, % at 1.5 µM. 47,000 tested, 0.42% active. AID 853, 2007;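 active means inhibition of aggregate fluorescence above about 70%, also judged a hit by eye on the cell image, limit read from the data, passing the limit was not always enough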;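 further: cells exposed to compound for three days before fixation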
# Htt clearance grain fraction: recorded beside Htt clearance, whose call it bears; fraction fluorescence in grains; measured here: aggregate grain fluorescence fraction; stronger effect = lower value;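 scaled fraction of total cell fluorescence in grains with unit not stated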
# An asterisk follows results filed as active. Not all compounds are listed; count on the stated rates, not on these rows.
# Start of the listing, in advance:
SMILES,Htt clearance,Htt clearance grain fraction
CCC1=C(OC(=O)c2ccccc2)C(C)(C)C(c2ccccc2)OC1=O (stereo not drawn),2.9,15.6
COC(=O)CCC(=O)Nc1ccc(Cl)c(Cl)c1,18.9,16.9
O=C(c1cnc(N2CCN(c3ncccn3)CC2)c2ccccc12)N1CCN(c2ccccn2)CC1,47.3,18.5
c1ccc(C2COC(c3cccs3)=N2)cc1 (stereo not drawn),22.9,25.8
CCCCNC(=O)NC1(C(F)(F)F)Oc2ccccc2O1,-16.6,22.9
CCN(CC)S(=O)(=O)c1ccc(-c2nnc(SCC(=O)Nc3ccc(OC)c(OC)c3)o2)cc1,40.0,14

# The list itself, from the first entry:
SMILES,Htt clearance,Htt clearance grain fraction
CCC1=C(OC(=O)c2ccccc2)C(C)(C)C(c2ccccc2)OC1=O (stereo not drawn),2.9,15.6
COC(=O)CCC(=O)Nc1ccc(Cl)c(Cl)c1,18.9,16.9
O=C(c1cnc(N2CCN(c3ncccn3)CC2)c2ccccc12)N1CCN(c2ccccn2)CC1,47.3,18.5
c1ccc(C2COC(c3cccs3)=N2)cc1 (stereo not drawn),22.9,25.8
CCCCNC(=O)NC1(C(F)(F)F)Oc2ccccc2O1,-16.6,22.9
CCN(CC)S(=O)(=O)c1ccc(-c2nnc(SCC(=O)Nc3ccc(OC)c(OC)c3)o2)cc1,40.0,14
COc1ccc(C(=O)n2cnnc2N)cc1,-28.3,48.3
COc1ccccc1N(CC(=O)NCCSC(C)(C)C)S(C)(=O)=O,2.9,17.5
CSc1cccc(NC(=O)CN(C)S(=O)(=O)c2ccccc2)c1,-21.2,19.6
Cc1ccc(S(=O)(=O)NCCC(=O)NC2CCCC2)cc1,-2.0,19.5
CCN1CCN(c2nc(C)nc3c2sc(=S)n3C)CC1,38.5,20.6
COc1cc(-c2nc(S(=O)(=O)c3ccccc3)c(N3CCOCC3)o2)cc(OC)c1OC,24.9,14.7
CN(C)S(=O)(=O)c1ccc(C(=O)Nc2nnc(-c3ccc4c(c3)CCCC4)o2)cc1,21.5,32.2
CC(=O)c1c(C)[nH]c(C(=O)CSc2nnc(-c3ccccc3)o2)c1C,7.6,28.4
CC1(C)N=C(c2ccc(Cl)cc2)C(=O)N1,35.6,21.8
NC(=O)C(c1ccccc1)C1CCCCC1 (stereo not drawn),-435.0,173
c1csc(C2C3=C(Nc4ncnn42)c2ccccc2OC3)c1 (stereo not drawn),30.1,13.7
CCOC(=O)c1oc2ccc(S(=O)(=O)N3CCC(C)CC3)cc2c1C,19.3,27
Cc1cc(S(=O)(=O)NCc2ccc(S(N)(=O)=O)cc2)c(C)s1,-32.5,45.2
O=C(c1ccccc1)N(Cc1ccc(F)cc1)C1CCS(=O)(=O)C1 (stereo not drawn),12.2,18.3

# The last two entries of the section before open the next one:
SMILES,Htt clearance,Htt clearance grain fraction
Cc1cc(S(=O)(=O)NCc2ccc(S(N)(=O)=O)cc2)c(C)s1,-32.5,45.2
O=C(c1ccccc1)N(Cc1ccc(F)cc1)C1CCS(=O)(=O)C1 (stereo not drawn),12.2,18.3
COCCNC(=O)C1CCN(S(=O)(=O)N2CCC3(CC2)OCCO3)CC1,-16.7,23.9
CCc1ccccc1-n1c(SCC(=O)Nc2ccc3c(c2)OCCO3)nc2[nH]ncc2c1=O,38.4,21
OCCn1c(SCCOc2ccccc2F)nc2ccccc21,54.4,8.14
C=CCn1c(SCC(=O)NCCc2ccccc2)nnc1C(C)NC(=O)c1cccs1 (stereo not drawn),-9.8,18.2
COC(=O)c1[nH]c2cc(OC)ccc2c1NC(=O)CCN1CCN(c2cccc(C)c2C)CC1,36.0,25.8
Cc1ccc(CNCC2CCCO2)o1 (stereo not drawn),0.7,37.4
CN(Cc1ccccc1)C(=O)NC1CCCCC1,31.3,12.8
OC1CN=C2CCCc3c2n(c2ccc(Cl)cc32)C1 (stereo not drawn),-19.1,23.1
NCCOc1ccccc1-c1ccccc1,60.3,12.6
COC(=O)c1ccc(C(=O)OC)c(NC2=NS(=O)(=O)c3ccccc32)c1,75.3*,5.26*
CCN(CC)C(=O)c1ccc(S(=O)(=O)NCc2cccnc2)cc1,-61.8,32
CCCCC(=O)Nc1sc(C(=O)N(CC)CC)c(C)c1C(=O)OC,-17.4,20.6
CCCCS(=O)(=O)NC1=NCN(C2CCN(Cc3ccccc3)CC2)CN1,8.9,17.5
Cc1nn(Cc2ccc([N+](=O)[O-])cc2)c(=O)n1N(C)c1ncc(C(F)(F)F)cc1Cl,33.1,13.7
CCN(CC)C(=S)Sc1c(-c2ccccc2)c2cc(Cl)ccc2[nH]c1=O,11.7,18.1
COc1ccc(C2CC(=O)c3cnc(Nc4cc(C)cc(C)c4)nc3C2)cc1 (stereo not drawn),61.2,15.6
CCN(CC)S(=O)(=O)N1CCC(C(=O)NCc2ccc(C)cc2)CC1,13.9,31.7
O=C1CCC(C(=O)NC2(C(=O)NC3CCCCC3)CCCCC2)N1 (stereo not drawn),10.8,32
O=C(CSc1nnc(-c2ccco2)n1Cc1ccccc1)NC(=O)NCc1ccccc1,39.8,11.8
O=C(Nc1ccc(Cl)c(Cl)c1)C1CC(=O)N(c2ccc(Br)cc2)C1 (stereo not drawn),-32.5,26.5

# Entries of single compounds from above. Order of screens: Htt clearance | Htt clearance grain fraction
# Record of `CCCCC(=O)Nc1sc(C(=O)N(CC)CC)c(C)c1C(=O)OC` = -17.4 | 20.6
# Record of `OCCn1c(SCCOc2ccccc2F)nc2ccccc21` = 54.4 | 8.14
# Record of `CCN(CC)C(=O)c1ccc(S(=O)(=O)NCc2cccnc2)cc1` = -61.8 | 32
# Record of `CCN(CC)C(=S)Sc1c(-c2ccccc2)c2cc(Cl)ccc2[nH]c1=O` = 11.7 | 18.1
# Record of `O=C1CCC(C(=O)NC2(C(=O)NC3CCCCC3)CCCCC2)N1` (stereo not drawn) = 10.8 | 32

# Back to the main list, repeating the 4 entries before the break.
SMILES,Htt clearance,Htt clearance grain fraction
CCN(CC)S(=O)(=O)N1CCC(C(=O)NCc2ccc(C)cc2)CC1,13.9,31.7
O=C1CCC(C(=O)NC2(C(=O)NC3CCCCC3)CCCCC2)N1 (stereo not drawn),10.8,32
O=C(CSc1nnc(-c2ccco2)n1Cc1ccccc1)NC(=O)NCc1ccccc1,39.8,11.8
O=C(Nc1ccc(Cl)c(Cl)c1)C1CC(=O)N(c2ccc(Br)cc2)C1 (stereo not drawn),-32.5,26.5
CCn1cc([N+](=O)[O-])c(C(=O)Nc2ccc(Cn3nc(C)cc3C)cc2)n1,30.9,26.9
CCN(CCC(=O)Nc1cc(OC)cc(OC)c1)Cc1ccccc1,43.2,18
CCCn1c(SCC(=O)Nc2ccccc2C(=O)OCC)nc2c1c(=O)n(C)c(=O)n2C,-43.1,29.1
Cc1cccc(NC(=O)Nc2ccc(Oc3c(F)c(F)c(F)c(F)c3F)cc2)c1,14.7,33.7
COCCn1c(C)cc(C(=O)CSc2nc(C)nc3sc4c(c23)CCC4)c1C,-24.1,25.5
C=CCC(C#Cc1ccc(C)cc1)N(CC)CC (stereo not drawn),12.0,24.6
O=C(Nc1ccc(Cl)cc1)N1CCc2[nH]c3ccccc3c2C1,22.0,33.9
CCC(=O)n1nc(-c2ccccc2)nc1N,23.8,29.5
CCOc1ccc2c(c1)c1nnc(SCC(=O)N3CCCCC3C)nc1n2C (stereo not drawn),-3.0,35
Cc1cc(C)c2c(N)c(-c3nc4ccccc4[nH]3)sc2n1,16.9,32.9
C=C(Br)Cn1c(CC(C)C)nc2ccccc21,61.6,15
CCn1c2ccc(OC)cc2c2nc3ccccc3nc21,-161.5,50.9
COc1ccccc1N1CCN(/N=C/C=C\c2ccco2)CC1,-54.7,61.5
Cc1cc(C)n(-c2cc(C)c(C)cc2Br)n1,-10.3,21.4
O=C1C2ON(c3ccccc3)C(c3ccccc3F)C2C(=O)N1c1ccccc1 (stereo not drawn),2.3,20.4
COc1ccc(OC)c(NC(=O)CNC(=O)c2cccs2)c1,10.8,33.7
COc1ccc(C(C)=O)cc1COC(=O)c1ccc(OCc2c(C)noc2C)cc1,-19.6,44
O=c1cnn(-c2ccccc2)c(-c2ccccc2)c1,-25.5,46.5
O=C(Cc1ccc(Br)cc1)N1CCN(c2ccc(F)cc2)CC1,-18.4,23.8
CC(C)Oc1ccc(C2CC(=O)N(c3ccc(N(C)C)cc3)C2=O)cc1 (stereo not drawn),14.0,16.5
CCCCn1c(SCC(=O)Nc2cc(C)on2)nc2ccccc2c1=O,-47.1,52.3
O=C1CCC(C(=O)NCc2cccnc2)N1 (stereo not drawn),56.4,8.5
CC(C)NC(=O)c1cc2cc([N+](=O)[O-])ccc2s1,-29.6,27.7
O=C(N/C(=C/c1cccs1)C(=O)N1CCCCCC1)c1ccccc1,28.2,12.6
CCSc1ncc(Cl)c(C(=O)Nc2ccc(S(=O)(=O)Nc3onc(C)c3C)cc2)n1,9.8,33.7
CCOC(=O)N1CCN(C(=O)C2CCN(S(=O)(=O)c3ccc(C)cc3)CC2)CC1,-18.1,27.9
N#Cc1c(/N=C/C=C/c2ccccc2)sc2c1CCCC2,21.4,26.3
CC(C)n1c(NCCc2ccccc2)nc2c1c(=O)n(C)c(=O)n2C,17.2,15.2
COC(=O)c1noc(-c2ccc(C)cc2)n1,-27.6,25.7
CCCCc1ccc(Nc2ncnc3nc[nH]c23)cc1,1.6,48.9
Cc1n[nH]c(C)c1-c1nc2ccccc2[nH]1,-39.6,55.2
Cc1c(CCO)c(=O)n(-c2ccccc2)n1S(=O)(=O)c1c(Cl)cc(Cl)cc1Cl,38.5,23.1
O=C(CSc1nnc(Cc2ccccc2)n1-c1ccccc1)N1CCOCC1,-105.4,39.3
Cc1cc(C)nc(N2CCN(CC(=O)NCc3ccccc3)CC2)n1,-1.8,38.4
O=C(C1CCCN(c2nnc(-n3cccc3)s2)C1)N1CCN(c2ccccc2)CC1 (stereo not drawn),-21.2,54.7
CN1CCN(P(=O)(c2ccccc2)c2nc3ccccc3s2)CC1 (stereo not drawn),-55.7,49.3
COc1ccc(C(C#N)Nc2ccc(C)cc2)cc1 (stereo not drawn),34.5,10.5
COc1cccc(OC)c1C(=O)NC(C)c1ccccc1 (stereo not drawn),27.5,12.9
CCN(CC)c1ccc2c(c1)C(=O)N(C)C2=O,15.8,16.2
CNc1ncc(C(=O)C(C)(C)C)s1,5.1,22.4
CCOC(=O)C1C(c2ccccc2)C(C(=O)OCC)C1c1ccccc1 (stereo not drawn),-44.7,30.8
CN(C(=O)C1CCOC1)c1nnc(-c2cccnc2)s1 (stereo not drawn),-3.3,16.9
COCCNC(=O)c1ccccc1-c1nc(-c2ccccc2Cl)no1,-54.8,54.7
CC(=O)c1ccc(N2CCN(C(=O)c3ccco3)CC2)c(F)c1,15.0,15.7
CC(=O)OCC(OC(C)=O)C(OC(C)=O)C(OC(C)=O)C(=O)Nc1ccccc1C (stereo not drawn),-47.3,53.5
O=C(CSc1nnc(Cc2ccccc2)n1C1CCCCC1)N1CCOCC1,27.8,11.8
CCOc1cccc2sc(NC(=O)c3ccc(Br)s3)nc12,62.3,13.9
O=C(C(Cc1ccccc1)n1cccc1)N1CCN(c2ccccc2)CC1 (stereo not drawn),-63.8,73.9
CC1CCN(C(=O)c2ccc3c(c2NCCO)C(=O)c2ccccc2C3=O)CC1,14.0,27.8
C=CCNc1nc2c(c(=O)n(C)c(=O)n2C)n1CC,-11.2,55.3
Cc1oc2c(CN3CCOCC3)c(O)ccc2c(=O)c1-c1ccc(Br)cc1,-40.1,24.9
O=C(NCC(=O)N1CCC(N2CCCCC2)CC1)C1CCCCC1,-10.2,18.3
COc1cccc(N2CC(O)Cn3c2nc2c3c(=O)n(CCCc3ccccc3)c(=O)n2C)c1 (stereo not drawn),23.9,28.5
COc1ccccc1NC(=O)CN(c1ccc(C)cc1)S(=O)(=O)c1c(C)n[nH]c1C,15.0,24.3
C=CCn1c(SCC(=O)N2CCOCC2)nc2sc3c(c2c1=O)CCCC3,-22.9,21.9
COc1cccc2cc(C(=O)C3=C(O)C(=O)N(CCN(C)C)C3c3ccc(F)cc3)oc12 (stereo not drawn),-8.3,21.2
CC(C)(CO)NC(=O)CCCOc1ccc(Cl)cc1Cl,4.9,15.6
O=C(CSc1nnc(-c2ccccc2)o1)c1ccc2c(c1)OCCO2,-5.0,36.8
CCN1C(=O)/C(=C2\SC(=S)N(CC3CCCO3)C2=O)c2ccccc21 (stereo not drawn),-1.4,17.6
O=C(c1ccco1)N1c2ccccc2Sc2ccccc21,35.0,28.7
CCOCc1nnc(NC(=O)c2ccc(OC)cc2)s1,-13.5,20.2
